Bioassay records: PubChem, several laboratories
Yp Topo-I inh = inhibitors of Yersinia pestis topoisomerase I | Y. pestis Topo-I cleavage product accumulation, plate reader | 360,000 compounds, 0.064% hits | activity, % at 10 µM; in the data active = activity above about 50%, passing the limit was not always enough; inconclusive = no clear call, values can overlap the other calls; note: inactives centre near 2
BoNT A protease = blocks Botulinum neurotoxin A light chain protease | inhibition, % at 10 µM | multiplex microsphere protease substrate cleavage, flow cytometry | 360,000 compounds, 0.17% hits; note: plate controls were buffer without enzyme for full effect and enzyme alone for no effect
DUSP3 inh = DUSP3 (human) phosphatase inhibition; recombinant VHR phosphatase, pNPP absorbance; AID 1654; 290,000 compounds, 0.52% hits; inhibition, % at 13.3 µM; in the data active = inhibition above about 50%; note: some compounds called inactive have numbers as strong as hits
TcdB GH inh = TcdB glycohydrolase inhibition; P18177; TcdB glycohydrolase enzymatic assay, plate reader; 350,000 compounds, 0.24% hits; inhibition, % at 9.99 µM; in the data active = inhibition above about 10%
BH1578 lux ind = quorum light induction in luxS cqsA deficient V. cholerae; activation, % at 18.7 µM; AID 588436; 350,000 compounds, 0.16% hits; V. cholerae BH1578 lux reporter, luminescence, 6 h; in the data active = activation mostly above about 9.7%, no sharp cut-off; inconclusive = no clear call, values can overlap the other calls; inactive = mostly below about 3.7%; note: not every result past the cut was called active; inactives centre near 0; reference of the scale not given here
Anthrax LF prot = anthrax lethal factor protease inhibition | P15917 | multiplex microsphere protease cleavage assay, LF | inhibition, % at 10 µM | 360,000 compounds, 0.12% hits; note: plate controls were buffer without enzyme for full effect and enzyme alone for no effect
PfHsp40 rescue = restores yeast growth despite PfHsp40 toxicity; growth rescue, % at 12.5 µM; S. cerevisiae expressing PfHsp40, growth rescue, ATP luminescence; 340,000 compounds, 0.68% hits; AID 504582; in the data active = growth rescue above about 28%, passing the limit was not always enough; inconclusive = no clear call, values can overlap the other calls;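 note: yeast W303a lacking pdr1 and pdr3 grown in galactose medium; growth measured after three days at 30 °C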
PriA SSB inh = inhibitors of Klebsiella pneumoniae PriA binding to SSB C-terminal tail; 430,000 compounds, 0.6% hits; AlphaScreen SSBct-PriA binding, biotinylated peptide; inhibition, % at 33 µM; in the data active = inhibition mostly above about 37%, no sharp cut-off; inactive = mostly below about 20%;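 note: plate controls were negative control peptide for no effect and reference peptide for full effect; strong numbers were not always called active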
SARS 3CLpro inh = SARS-CoV 3CLpro protease inhibition; P0C6X7; recombinant SARS-CoV 3CLpro, quenched FRET peptide cleavage; inhibition, % at 6 µM; 290,000 compounds, 0.14% hits; in the data active = inhibition above about 12%
CCHFV vOTU inh = CCHFV vOTU protease inhibition. AID 651958. inhibition, % at 11.5 µM. Pep-AMC fluorescence. 370,000 compounds, 0.55% hits; in the data active = inhibition above about 30%; note: 0% = vehicle wells with enzyme and 100% = no enzyme wells
Active calls of the source: *; i = inactive; ? = inconclusive; . = not tested or not shown; & = joins results of further samples. Cut-off read from the data, not from the text of the source, unless noted: active = inhibition above about 30%; inconclusive = no clear call, values can overlap the other calls; inactive = below that. The list is partial; the hit share may differ from the screen's.

The opening four compounds (preview)
Each structure is followed by: Yp Topo-I inh	BoNT A protease	DUSP3 inh	TcdB GH inh	BH1578 lux ind	Anthrax LF prot	PfHsp40 rescue	PriA SSB inh	SARS 3CLpro inh	CCHFV vOTU inh
> COCCN1C(=O)N(c2cccc(C)c2)C(=O)C1CC(=O)Nc1ccc(F)cc1 (stereo unspecified)
    -12	0.5	8	.	-0.4	-3	0.8	-8	3	7
> CCOC(=O)c1c(NC(=O)Nc2cccc(Cl)c2)sc(C)c1C
    1	-2.3	27	1.8	i	-5	0.3	-8	3	-4
> CC(C(=O)O)n1cc(C#N)c(=O)[nH]c1=O (stereo unspecified)
    9	0.0	.	1.4	i	2	-0.7	-13	.	4
> CCOc1ccccc1/C=N/Nc1ccnc(=O)[nH]1
    5	1.2	-9	-0.3	-0.8	-20	-2.7	.	10	16

The whole of this part (from the top)
Each structure is followed by: Yp Topo-I inh	BoNT A protease	DUSP3 inh	TcdB GH inh	BH1578 lux ind	Anthrax LF prot	PfHsp40 rescue	PriA SSB inh	SARS 3CLpro inh	CCHFV vOTU inh
> COCCN1C(=O)N(c2cccc(C)c2)C(=O)C1CC(=O)Nc1ccc(F)cc1 (stereo unspecified)
    -12	0.5	8	.	-0.4	-3	0.8	-8	3	7
> CCOC(=O)c1c(NC(=O)Nc2cccc(Cl)c2)sc(C)c1C
    1	-2.3	27	1.8	i	-5	0.3	-8	3	-4
> CC(C(=O)O)n1cc(C#N)c(=O)[nH]c1=O (stereo unspecified)
    9	0.0	.	1.4	i	2	-0.7	-13	.	4
> CCOc1ccccc1/C=N/Nc1ccnc(=O)[nH]1
    5	1.2	-9	-0.3	-0.8	-20	-2.7	.	10	16
> CCOc1ccc(C(=O)NCc2ccco2)cc1OCC
    -2	0.3	9	-0.2	0.5	-19	-1.1	-12	4	5
> Cc1ccc2c(C)c(C(=O)N(C)C(C)c3ccon3)oc2c1C (stereo unspecified)
    17	-0.9	23	3.1	-0.3	0	-0.4	-12	1	-5
> CC(NC(=O)c1cccc(S(=O)(=O)N2CCN(Cc3ccccc3)CC2)c1)c1ccc(Cl)cc1 (stereo unspecified)
    8	-6.0	.	1.3	-0.5	-3	1.1	-10	.	-9
> Cc1ccc(N(C(=O)C2CCCO2)C2C=CS(=O)(=O)C2)cc1Cl (stereo unspecified)
    9	0.4	12	0.8	-0.6	-3	0.3	5	2	0
> CCn1c(SCC(=O)Nc2ccc3c(c2)c2ccccc2n3CC)nnc1-c1cnccn1
    -9	19	18	.	-0.4	10	2.0	4	3	9
> CCCCn1c(CN2CCN(c3ccccc3)CC2)nc2c1c(=O)n(C)c(=O)n2C
    13	0.4	19	.	-0.2	2	-0.5	-2	2	.
> Cc1ccc(S(=O)(=O)Nc2ccnc(-c3cccnc3)n2)cc1
    -2	1.5	-1	0.9	i	2	-0.8	-14	2	10
> Cc1cccc(/C=N/NC(=O)Cc2ccc(Cl)cc2)c1O
    7	1.1	-8	-5.4	-0.2	-5	0.7	.	3	19
> CCCN1CC23C=CC(O2)C(C(=O)O)C3C1=O (stereo unspecified)
    0	0.2	15	1.8	-0.2	-1	0.2	-6	0	0
> CN(C)/C=C(\C=[N+](C)C)c1[nH]ncc1[N+](=O)[O-]
    0	0.4	7	-0.6	i	-1	-1.2	-12	2	7
> COc1ccc(-c2cc(C(=O)NCCCn3ccnc3)no2)cc1
    8	-0.4	32	2.5	-0.5	0	0.6	5	4	-3
> Cn1c(NC(=O)Cc2ccc(F)cc2)cc(=O)n(C)c1=O
    -5	0.0	8	-3.7	-0.3	-10	0.3	6	-2	8
> CCS(=O)(=O)Nc1cc(C(=O)O)ccc1C
    -1	0.4	10	2.0	i	-4	-1.5	-1	0	13
> CC(=O)NC(CC(=O)OCC(=O)c1ccc(NC(=O)CC(C)C)cc1)c1ccccc1 (stereo unspecified)
    -7	2.7	.	3.0	i	5	1.4	25	.	6
> COCCn1c(SCC(=O)N2CCCc3ccccc32)nnc1-c1ccco1
    9	?	2	.	-0.2	-1	0.3	-12	-12	-6
> O=C(O)CC1NCCc2ccccc21 (stereo unspecified)
    1	0.2	22	0.6	i	2	-1.6	8	2	6
> CCOC(=O)[C@]12CCC=C1N(Cc1ccc(Cl)cc1Cl)C(=O)[C@H](CC(=O)N1CCOCC1)C2
    .	-0.3	.	0.8	.	-7	.	.	.	10
> CCCc1cc(=O)[nH]c(SCc2ccc(C#N)cc2)n1
    1	-1.2	13	.	-0.7	2	-0.5	-13	4	1
> Cc1nc(N2CCC(C)CC2)c2c(C)c(C(=O)Nc3ccc(C)c(F)c3)sc2n1
    -9	-0.2	12	0.6	0.1	-2	1.9	5	0	-6
> CCCc1ccc(S(=O)(=O)N/N=C\c2ccc3c(c2)OCO3)cc1
    13	0.5	31	0.4	-0.1	-1	1.8	.	7	23
> CCOc1ccc(Cc2onc3c2C(=O)CC(C)(C)C3)cc1OCC
    27	0.2	6	2.7	-0.8	0	-0.2	-15	-2	-10
> COc1ccc(NC(=O)NCc2ccc3c(c2)OCO3)cc1OC
    -2	0.2	32	-0.8	i	3	-0.2	-5	4	-1
> CCOC(=O)c1c(C)[nH]c(C2=NNC(=Nc3ccccc3OC)SC2)c1C
    -3	1.0	16	2.3	-0.1	0	0.4	54*	3	-7
> CCOC(=O)c1c(C)nc2sc3c(=O)[nH]cnc3c2c1-c1ccc(OC)cc1
    -3	0.1	21	.	-0.3	2	1.0	-11	2	-2
> COC(=O)C1=C(Nc2ccccc2NC(=O)CCCC(=O)O)CSC1
    8	-0.1	16	2.3	-0.7	-5	0.2	-19	5	-7
> O=C(C1CCN(S(=O)(=O)c2ccccc2)CC1)N1CCCCC1
    4	-0.7	-14	-4.0	-0.9	1	2.2	-9	3	6
> CC(C)(C)NC(=O)C(c1ccc(O)cc1)N(C(=O)CCC(=O)Nc1nccs1)c1ccccc1F (stereo unspecified)
    -8	0.2	-1	-0.1	0.2	-1	1.2	-9	1	9
> CCc1c(C)nc(SC)n(CC#N)c1=O
    0	0.9	-2	.	-0.3	-1	-0.7	-6	-2	5
> CC(C)CCN1CC(=O)N2[C@@H](Cc3c([nH]c4ccccc34)C2(C)C)C1=O
    0	0.6	21	1.9	-1.4	-10	-0.6	-7	0	-2
> COc1ccc(-c2cc(-n3c(C(F)(F)F)nc4ccccc43)n(CCC#N)n2)cc1
    3	-0.3	4	.	i	-8	0.4	-4	5	7
> O=C(Cc1coc2cc3c(cc12)CCC3)OCc1cc(=O)n2c(n1)sc1ccccc12
    2	0.7	13	.	.	-2	-0.2	-11	-2	-9
> O=S(=O)(c1ccccc1)c1cnc(-c2cccnc2)nc1-c1ccc(Cl)cc1Cl
    -13	0.8	27	.	-0.3	6	-0.2	-11	4	1
> CCN(CC(=O)NCc1ccc(Cl)cc1)C(=O)c1cc(S(=O)(=O)NCc2ccccc2)ccc1C
    25	-1.4	40	0.9	.	-2	-1.2	8	0	2
> O=[N+]([O-])c1cc(S(=O)(=O)c2ccc(O)c([N+](=O)[O-])c2)ccc1O
    0	-0.8	0	.	-0.3	-1	-0.2	-9&21	0	43*
> O=C(Nc1ccc(F)cc1F)c1ccccc1-c1ccccc1
    4	2.7	0	.	-0.7	0	-0.9	-22	2	17
> O=C(CCn1c(=O)sc2ccccc21)NCc1cccs1
    -6	0.3	0	0.6	i	-3	0.6	-4	-2	-10
> COC(=O)c1sc(-c2ccc(C(C)(C)C)cc2)cc1NC(=O)COCC(=O)O
    36	0.1	6	0.1	i	-12	33*	16	10	17
> CCC(Oc1ccccc1)C(=O)N1CCN(S(=O)(=O)c2ccccc2)CC1 (stereo unspecified)
    9	-0.6	.	0.5	i	0	1.4	-20	.	-1
> CCCC(C(=O)NCCC(C)C)N(Cc1ccccc1Cl)C(=O)c1snc(C(N)=O)c1N (stereo unspecified)
    46	-0.3	0	0.7	-0.9	-12	0.2	-19	2	-5
> O=C1CC(N2CCN(S(=O)(=O)c3ccccc3F)CC2)C(=O)N1c1ccccc1F (stereo unspecified)
    -6	-0.2	.	5.9	-0.8	0	0.6	4	.	9
> O=C(Nc1ccccc1)Nc1cccc(NC(=O)Nc2ccccc2)c1F
    3	-0.7	9	0.9	i	-1	0.1	-11	1	-13
> CCCOC(=O)Nc1nc(-c2ccc(C)cc2)c(C)s1
    7	-0.3	19	0.3	-0.7	-3	?	-10	4	7
> COc1ccc(NC(=O)c2ccc(Cn3cc(Cl)cn3)cc2)cc1
    -9	-0.5	17	1.1	0.7	-1	-0.6	1	2	-1
> CC(=O)N[C@H]1[C@H]([C@H](O)[C@H](O)CO)OC(C(=O)O)=C[C@@H]1O
    -1	-0.2	.	0.5	-1.1	6	6.5	3	.	-2
> O=C(Nc1ncc(S(=O)(=O)c2ccc([N+](=O)[O-])cc2)s1)c1ccccc1F
    5	-0.2	5	0.8	2.1	0	1.7	0	-4	-10
> CCCN(CCC)C(=O)c1ccc2c(c1)N(CC)C(=O)c1ccccc1S2(=O)=O
    9	0.7	17	1.3	1.1	-3	-1.4	-1	2	-9
> CN1CCN(C(=O)/C=C/c2ccccc2)CC1
    -1	-1.0	4	0.1	-1.3	5	-0.7	-10	-1	-2
> COc1ccc(C2CC(=O)C(C=NCC(C)C)=C(O)C2)cc1 (stereo unspecified)
    5	1.1	11	0.8	i	4	1.0	-9	5	6
> C=C1CCN([C@H](C(=O)NCc2ccc(OC)cc2)C(C)C)S(=O)(=O)c2ccccc21
    7	-0.3	10	-0.9	-0.3	2	-1.1	-15	.	-1
> COc1ccc(C2C(C#N)=C(N)N(Nc3ccccc3)C3=C2C(=O)CC(C)(C)C3)cc1C (stereo unspecified)
    -5	0.2	14	.	.	1	-0.1	-12	-2	8
> CCn1c(Cc2ccc(OC)cc2)nnc1SCC(=O)Nc1nc2ccccc2s1
    19	-0.6	3	.	i	4	-1.1	3	4	-14
> Cc1ccc(S(=O)(=O)N2CCC(c3nnc(SCCN4CCCC4)n3C)CC2)cc1
    1	-2.4	8	-0.2	-1.4	0	-1.6	-10	1	-2
> Cc1ccc(C(=O)Nc2ccc(C(=O)N3CCCCC3C)cc2)cc1 (stereo unspecified)
    9	0.9	-3	0.3	-1.6	5	-0.4	-3	-1	-7
> Cc1ccccc1Cn1nc(C)c(NC(=O)c2noc3c2CC(C(C)(C)C)CC3)c1C (stereo unspecified)
    37	-0.3	14	.	-0.4	-1	0.1	-11	0	-8
> CCN(CC(=O)Nc1ccc(NC(C)=O)cc1)C(=O)c1cccc(S(=O)(=O)N2c3ccccc3CC2C)c1 (stereo unspecified)
    5	-1.0	.	1.4	-0.7	-3	0.0	-7	.	-2
> COCCN(C(=O)c1ccc(N2CCCC2=O)cc1)c1c(N)n(CC(C)C)c(=O)[nH]c1=O
    8	1.7	.	-2.6	i	-1	-0.8	2	.	0

Carrying on.
Each structure is followed by: Yp Topo-I inh	BoNT A protease	DUSP3 inh	TcdB GH inh	BH1578 lux ind	Anthrax LF prot	PfHsp40 rescue	PriA SSB inh	SARS 3CLpro inh	CCHFV vOTU inh
> OCC1CCCN(C2CCN(Cc3nc(Cc4cccc(C(F)(F)F)c4)no3)CC2)C1 (stereo unspecified)
    -1	-0.4	-6	0.9	0.7	-1	0.1	-15	2	-3
> CC(Oc1ccc(F)cc1)C(=O)Nc1ccc(N2CCOCC2)cc1N1CCOCC1 (stereo unspecified)
    5	-2.8	.	1.6	i	1	0.1	-2	.	27
> Cc1ccc(CNS(=O)(=O)c2ccc([N+](=O)[O-])cc2)cc1
    0	-2.7	10	-6.4	i	7	0.2	8	-4	0
> C#CCOCCOCCOCCNc1nc(N2CCN(C(=O)Cn3cc(CC(C)O)nn3)CC2)nc(N2CCN(C(=O)[C@H]([C@@H](C)CC)n3cc(CCCCN)nn3)CC2)n1 (stereo partly specified)
    15	0.5	.	1.3	-0.8	-8	-2.2	-18	.	-9
